HKDC1 inh: HKDC1 hexokinase inhibitors, primary screen, biochemical, fluorescence, uHTS; Q2TB90; actives 0.16% (n = 340,000); inhibition, % at 20 µM; AID 493160, 2011; recombinant HKDC1, G6PDH/diaphorase resazurin coupled fluorescence;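 active = inhibition above about 35% when tested at 20 µM, limit read from the data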;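 note: plate controls were DMSO wells with enzyme for no effect and DMSO wells lacking enzyme for full effect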
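Test system: Recombinant HKDC1 (HK5) hexokinase enzyme, produced in-house | Input: HKDC1 at 5 µg/mL | Buffer or medium: Tris pH 8.0 buffer with MgCl2, Tween-20, BSA, BME | Schedule: 90 min reaction incubation at room temperature, dark | Technique: Resazurin-to-resorufin fluorescence via G6PDH and diaphorase coupling, 525/613 nm | Controls: DMSO wells with and without enzyme mix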
SENP1 FRET inh: human SENP1 catalytic domain inhibitors, primary screen, biochemical, FRET, uHTS | Sentrin-specific protease 1 (Homo sapiens), Q9P0U3 | recombinant SENP1 catalytic domain, CyPet-SUMO1-YPet FRET cleavage | inhibition, % at 10 µM | actives 0.21% (n = 360,000);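 active = inhibition at least 30% at 10 µM, raw YFP signal under a set limit, fluorescence ratio 0.5 to 1.5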;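 note: 0% = enzyme with DMSO and 100% = no enzyme wells; some results filed as inactive read as strong as hits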
Target sequence (Q9P0U3 419-644 limits assumed): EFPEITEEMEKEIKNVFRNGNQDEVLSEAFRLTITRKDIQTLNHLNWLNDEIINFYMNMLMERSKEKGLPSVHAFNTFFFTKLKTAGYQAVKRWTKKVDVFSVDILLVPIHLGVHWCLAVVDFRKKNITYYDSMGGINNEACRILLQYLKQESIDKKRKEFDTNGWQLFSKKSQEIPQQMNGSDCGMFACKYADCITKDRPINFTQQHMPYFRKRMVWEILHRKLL
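system = hSENP1 catalytic domain, recombinant | reagent = SFCypet-SUMO1-SFYpet substrate at 25 nM | doses = one dose per compound, 10 µM, 0.5% DMSO | incubation = enzyme reaction for 50 min at room temperature, dark | measured by = FRET, CFP and YFP emission | controls = no-enzyme low, enzyme-DMSO high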
SENP6 block: SENP6 protease inhibitors, primary screen, biochemical, luminescence, uHTS; Sentrin-specific protease 6 (Homo sapiens), Q9GZR1; Recombinant SENP6 catalytic domain, aminoluciferin luminescence; inhibition, % at 10 µM; actives 1.8% (n = 330,000);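 active = inhibition above about 50% at the single tested dose, limit read from the data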;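 note: plate controls were DMSO wells with enzyme for no effect and DMSO wells lacking enzyme for full effect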
SENP7 block: SENP7 protease inhibitors, primary screen, biochemical, luminescence, uHTS | actives 1.5% (n = 330,000) | inhibition, % at 5 µM | recombinant SENP7, Z-RLRGG-aminoluciferin luminescence, 40 min;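 active = inhibition above about 50% at the single test dose, limit read from the data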;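 note: plate controls were DMSO with enzyme for no effect and no enzyme buffer wells for full effect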
Target sequence (Q9BQF6 706-1050 limits assumed): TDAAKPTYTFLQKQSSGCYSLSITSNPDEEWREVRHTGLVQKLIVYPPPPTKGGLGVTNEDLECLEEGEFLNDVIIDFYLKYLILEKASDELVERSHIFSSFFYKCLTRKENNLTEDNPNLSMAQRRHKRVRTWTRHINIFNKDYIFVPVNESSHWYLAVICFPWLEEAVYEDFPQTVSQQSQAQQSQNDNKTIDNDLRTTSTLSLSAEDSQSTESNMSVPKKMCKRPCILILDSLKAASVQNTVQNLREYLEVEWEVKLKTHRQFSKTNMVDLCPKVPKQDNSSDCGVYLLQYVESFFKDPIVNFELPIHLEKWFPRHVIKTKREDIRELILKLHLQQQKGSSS
SENP8 block-1: SENP8 protease inhibitors, primary screen, biochemical, luminescence; Sentrin-specific protease 8 (Homo sapiens), Q96LD8; purified SENP8, Z-RLRGG-aminoluciferin cleavage; inhibition, % at 10 µM; actives 1.2% (n = 330,000); AID 2540, 2010; in the data active = inhibition above about 50%
Target sequence (Q96LD8 whole entry, looked up): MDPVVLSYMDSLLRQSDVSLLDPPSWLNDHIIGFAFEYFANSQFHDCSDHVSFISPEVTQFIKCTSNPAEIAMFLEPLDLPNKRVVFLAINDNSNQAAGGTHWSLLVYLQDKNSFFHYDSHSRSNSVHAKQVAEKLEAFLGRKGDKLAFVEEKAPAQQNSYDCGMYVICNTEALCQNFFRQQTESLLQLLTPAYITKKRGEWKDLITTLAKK
SENP8 block-2: human SENP8 protease inhibitors, primary screen, biochemical, fluorescence, Nedd8 protein substrate, uHTS. recombinant SENP8. inhibition, % at 20 µM. actives 0.64% (n = 360,000). AID 602440, 2012; in the data active = inhibition mostly above about 40%, no sharp cut-off; inactive = mostly below about 27%
PfGluPho inh: PfG6PD enzyme inhibitors, primary screen, biochemical, fluorescence intensity, uHTS. inhibition, % at 20 µM. actives 0.78% (n = 350,000). PfGluPho enzyme, NADPH resazurin-diaphorase fluorescence. glucose-6-phosphate dehydrogenase-6-phosphogluconolactonase (Plasmodium falciparum 3D7);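 active = inhibition reaching at least a set limit at 20 µM in the primary screen, cut at about 59% in these data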;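 note: 0% = DMSO wells with substrate and 100% = DMSO wells lacking glucose-6-phosphate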
Apaf-1 inh: inhibitors of human Apaf-1 apoptosome, primary screen, biochemical, DEVD-Rh110 fluorescence, uHTS; Apoptotic protease-activating factor 1 (Homo sapiens), O14727; AID 489030, 2010; actives 0.71% (n = 330,000); inhibition, % at 20 µM; reconstituted apoptosome caspase-3 activity; active = inhibition of at least 40% at 20 µM;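 note: plate controls were DMSO wells for no effect and DEVD-CHO caspase inhibitor wells for full effect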
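detection = Rh110 fluorescence intensity | test system = biochemical Apaf-1 apoptosome reconstitution | also added = cytochrome c and DEVD-Rh110 substrate | schedule = 30 min plus 50 min, RT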
An asterisk follows results filed as active; i = inactive; nt = not tested or not shown.

Field names – A = HKDC1 inh; B = SENP1 FRET inh; C = SENP6 block; D = SENP7 block; E = SENP8 block-1; F = SENP8 block-2; G = PfGluPho inh; H = Apaf-1 inh
> CCc1nc(N2CCN(C(=O)c3ccccc3)CC2)c(C#N)c2c1COC(C)(C)C2
  A: 3; B: -4; C: -16; D: 15; E: -6; F: i; G: 9; H: 12
> COc1cccc(NC(=O)C(OC(=O)/C=C/c2ccc3c(c2)OCO3)c2ccccc2)c1 (stereo not drawn)
  A: 2; B: 1; C: 2; D: 3; E: 7; F: -245; G: -16; H: 4
> O=C(COc1ccccc1)Nc1ccc2[nH]c(=O)[nH]c2c1
  A: 7; B: -24; C: 6; D: 9; E: 4; F: 14; G: 25; H: -13
> CC1=C(C(=O)NCc2ccccc2)C(c2cccs2)NC(=S)N1 (stereo not drawn)
  A: -10; B: 1; C: -16; D: -5; E: -10; F: -2; G: -3; H: 8
> CCn1nc(C(=O)OCc2cccc(S(=O)(=O)N(C)C)c2)c2ccccc2c1=O
  A: 3; B: 0; C: 0; D: 6; E: 4; F: 12; G: 9; H: -8
> Cc1ccccc1C(=O)NCc1nnc(SCC(=O)N2c3ccccc3Sc3ccccc32)n1C
  A: 3; B: 1; C: -6; D: 0; E: 3; F: 26; G: 2; H: 14
> COc1ccccc1N1C(=O)C2C3C=CC(CC3)C2C1=O (stereo not drawn)
  A: -6; B: 1; C: -6; D: 7; E: -3; F: 6; G: -15; H: 3
> CCOc1ccc(S(=O)(=O)N2CCN(C(=O)CN3C(=O)NC(C)(C)C3=O)CC2)cc1
  A: -2; B: 2; C: 15; D: -5; E: 2; F: 9; G: 0; H: 18
> Cc1ccc(-c2nn(C)c(=O)c3ccccc23)cc1CNC(=O)c1ccco1
  A: 8; B: -2; C: -12; D: -3; E: 1; F: 20; G: 23; H: 9
> CCOC(=O)C(=O)C1=C(N2CCOCC2)/C(=C\c2ccc(F)cc2)CC1
  A: 0; B: -7; C: -12; D: -2; E: -7; F: 32; G: 0; H: 15
> COc1ccc(C(N)=S)c(OC)c1
  A: 5; B: 2; C: 13; D: 4; E: 7; F: 11; G: 18; H: 4
> COc1cc(S(=O)(=O)N2CCCCC2)ccc1NC(=O)Cc1ccccc1
  A: -16; B: 1; C: 11; D: -6; E: -7; F: 12; G: 0; H: -5
> CCOC(=O)CCNCC1COc2ccccc2O1 (stereo not drawn)
  A: -11; B: 0; C: -1; D: -2; E: 4; F: 17; G: 2; H: -2
> COc1ccccc1C1CC(=O)Oc2c(C(C)C)ccc(C)c21 (stereo not drawn)
  A: 1; B: 0; C: nt; D: -5; E: nt; F: -18; G: -7; H: 12
> O=C(Nc1ccccc1N1CCCC1)c1ccc(Cl)c(S(=O)(=O)N2CCOCC2)c1
  A: -2; B: -4; C: -10; D: 1; E: -7; F: -2; G: 4; H: 27

The closing 3 compounds of the section before lead into the next:
Field names – A = HKDC1 inh; B = SENP1 FRET inh; C = SENP6 block; D = SENP7 block; E = SENP8 block-1; F = SENP8 block-2; G = PfGluPho inh; H = Apaf-1 inh
> CCOC(=O)CCNCC1COc2ccccc2O1 (stereo not drawn)
  A: -11; B: 0; C: -1; D: -2; E: 4; F: 17; G: 2; H: -2
> COc1ccccc1C1CC(=O)Oc2c(C(C)C)ccc(C)c21 (stereo not drawn)
  A: 1; B: 0; C: nt; D: -5; E: nt; F: -18; G: -7; H: 12
> O=C(Nc1ccccc1N1CCCC1)c1ccc(Cl)c(S(=O)(=O)N2CCOCC2)c1
  A: -2; B: -4; C: -10; D: 1; E: -7; F: -2; G: 4; H: 27
> COc1ccc(NC(=O)N/C=C/c2ccc(Cl)cc2)cc1
  A: 18; B: -1; C: 0; D: 6; E: -3; F: 8; G: -2; H: 4
> CSc1oc(-c2ccccc2)nc1S(=O)(=O)c1ccc(F)cc1
  A: -4; B: 3; C: 2; D: -4; E: 2; F: 2; G: -5; H: 7
> C=C(C)c1cccc(C(C)(C)NC(=O)Nc2ncccn2)c1
  A: -3; B: 3; C: -41; D: 3; E: -2; F: 14; G: -11; H: 12
> O=C1OC(CN2CCOCC2)CN1N=Cc1ccc([N+](=O)[O-])o1 (stereo not drawn)
  A: -5; B: -3; C: 7; D: -5; E: 9; F: 21; G: -9; H: 0
> Cc1ccc(NC(=S)N(Cc2ccccc2)C(C)C)cc1
  A: -1; B: 5; C: -2; D: 5; E: 4; F: 15; G: 7; H: 0
> O=C(Cn1nnc2ccccc21)c1ccccc1
  A: -5; B: -33; C: 4; D: 2; E: 1; F: 3; G: -7; H: 1
> CC(C)(C)NC(=O)C(c1ccccc1)N(C(=O)c1csnn1)C1CC1 (stereo not drawn)
  A: 1; B: 1; C: -6; D: 8; E: 10; F: 11; G: 0; H: 12
> O=C(CCCn1nnnc1CN1CCOCC1)N1CCN(c2ccccc2F)CC1
  A: -5; B: 2; C: 3; D: 3; E: 5; F: -5; G: 3; H: 0
> Cc1c(Cl)cccc1NC(=S)N1CCN(Cc2ccc3c(c2)OCO3)CC1
  A: -3; B: -1; C: 3; D: 7; E: 0; F: 17; G: 2; H: 5
> COC(=O)c1c(CCl)noc1C(=O)NC(C)C
  A: -4; B: -1; C: 16; D: 3; E: 0; F: 13; G: -1; H: 3
> Cc1ccc(C(=O)N2CCN(c3ncnc4c(C)csc34)CC2)cc1
  A: 1; B: 1; C: 6; D: 7; E: 2; F: 17; G: 0; H: -1
> C/C(=N\NC(=O)c1c(C)nc2ccccn12)c1ccc(O)cc1O
  A: -45; B: -22; C: -11; D: 3; E: -1; F: -230; G: -9; H: -2
> O=C(NNC(=S)NC(=O)c1ccccc1)c1cccnc1
  A: -1; B: 2; C: -9; D: 7; E: -4; F: 19; G: -6; H: 2
> COc1ccc(OC2C(=O)N(c3ccc(F)cc3)C2c2ccc(OC)c(OC)c2)cc1 (stereo not drawn)
  A: 2; B: 3; C: -7; D: -5; E: 2; F: 10; G: 41; H: -7
> COc1ccc(OC)c(S(=O)(=O)Nc2ccc(OCC(=O)O)cc2)c1
  A: -2; B: 0; C: -12; D: -18; E: 3; F: 1; G: -10; H: 0
> CC(=O)C1(O)CCC2C3CCC4CC(O)CCC4(C)C3C(=O)CC21C (stereo not drawn)
  A: 0; B: 1; C: nt; D: nt; E: nt; F: 9; G: -4; H: nt
> Cc1ccccc1C(=O)Oc1ccc(Br)cc1C(=S)N1CCCC1
  A: 7; B: 0; C: 0; D: -4; E: -2; F: 12; G: 1; H: 3
> Cc1nc(Oc2ccc(S(=O)(=O)N3CCOCC3)cc2Cl)c2c3c(sc2n1)CCCC3
  A: 0; B: -10; C: -33; D: -10; E: -7; F: -13; G: 14; H: 31
> Nc1ccc2nc(NC(=O)C3CCCCC3)sc2c1
  A: 9; B: 0; C: 0; D: -3; E: -4; F: 3; G: 6; H: -4
> O=C(NCCN1CCOCC1)/C(=C\c1ccccc1Cl)NC(=O)c1ccccc1
  A: -5; B: -1; C: 5; D: -8; E: -5; F: -2; G: -12; H: 4
> CCc1c(C(C)S(=O)(=O)c2ccc(C)cc2)[nH]c(=O)n1-c1ccc(C)cc1 (stereo not drawn)
  A: -5; B: 1; C: 2; D: -10; E: -3; F: 13; G: 34; H: 8
> CC(=O)c1c(C)[nH]c(C(=O)COC(=O)c2c(C)noc2C)c1C
  A: -1; B: 1; C: -11; D: 2; E: -2; F: 4; G: 4; H: -6
> Cc1ccccc1OC(C)C(=O)N1CCN(c2ccccn2)CC1 (stereo not drawn)
  A: 0; B: 2; C: 0; D: -11; E: -10; F: -19; G: -1; H: -15
> O=C(Nc1ccc(F)cc1F)c1ccc2nc(N3CCOCC3)sc2c1
  A: -7; B: 2; C: 1; D: 1; E: 5; F: -1; G: 4; H: 4
> O=c1[nH]cnc2c1C(c1ccc(Cl)cc1)c1c(nc[nH]c1=O)O2
  A: 4; B: -2; C: 2; D: 7; E: 2; F: 14; G: -27; H: -3
> CCc1ccccc1NC1c2ccccc2C(=O)N1c1cc(C)ccn1 (stereo not drawn)
  A: -7; B: 2; C: 1; D: 8; E: -14; F: 22; G: 16; H: 9
> Cc1ccc(S(=O)(=O)N2CCCCC2)cc1NC(=O)COc1ccccc1F
  A: 1; B: 3; C: -18; D: 0; E: 0; F: 8; G: -1; H: 3
> Cc1ccc2nc(-c3ccccc3O)c(Nc3ccc4c(c3)OCCO4)n2c1
  A: -13; B: 0; C: 10; D: 4; E: 8; F: -215; G: -6; H: -6
> COc1cc(/C=N/NC(=S)Nc2cccc(S(=O)(=O)N(C)C)c2)cc(OC)c1O
  A: 16; B: -10; C: -6; D: -3; E: 5; F: -20; G: 1; H: -5
> CC(=O)N1CCOc2cc(S(=O)(=O)N3CCN(c4ccccc4)CC3)c(Cl)cc21
  A: 1; B: 3; C: 16; D: -16; E: -13; F: 6; G: -6; H: 6
> O=C(CSc1nn(-c2ccc(F)cc2)c(=S)s1)N1CCN(C(=O)c2ccco2)CC1
  A: 1; B: -1; C: 0; D: 12; E: 4; F: 12; G: -4; H: 7
> COc1c(Br)cc(Br)cc1/C=N/NC(=O)c1ccncc1
  A: -7; B: 2; C: -17; D: -12; E: -8; F: 7; G: 4; H: 13
> COc1ccc(OC)c(N(CC(=O)Nc2ccccc2C(=O)NCc2ccco2)S(C)(=O)=O)c1
  A: -9; B: 2; C: 0; D: -5; E: 1; F: 3; G: -1; H: -11
> COc1ccc(-n2nnc3c(SCC(=O)OCc4ccccc4)ncnc32)cc1
  A: 2; B: 0; C: 20; D: 26; E: 21; F: -10; G: -5; H: 15
> Cc1ccc(-c2ccc(/C=N/NC(=O)c3ccccc3O)o2)cc1
  A: nt; B: nt; C: 58*; D: 54*; E: 27; F: nt; G: nt; H: 3
> O=C(NCc1ccco1)c1cc2sccc2n1Cc1ccccc1
  A: 5; B: -5; C: -6; D: -1; E: -6; F: 6; G: 12; H: 21
> c1ccc(CCNc2nc3ccccc3s2)cc1
  A: -4; B: 0; C: 18; D: 9; E: -14; F: 7; G: 28; H: 12
> O=[N+]([O-])c1ccc(SCc2c(F)cccc2Cl)nc1
  A: 0; B: 2; C: -20; D: -3; E: -5; F: 18; G: 2; H: 10

Bioassay records (PubChem)
